# High-throughput results deposited in PubChem BioAssay by Broad Institute.
# esBAF inh – inhibitors of esBAF chromatin remodeling in mouse ES cells | Bmi1-luciferase knock-in reporter, 24 h; 100% = twice the neutral-well signal | reporter increase, % at 12.5 µM | 350,000 compounds, 2% hits | AID 602393; in the data active means activation above about 40%;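 further: 0% = median of the plate's neutral control wells and 100% = double that signal; a rise in the Bmi1 reporter signal indicates esBAF inhibition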
# S100A4 MyoIIA – S100A4-myosin IIA interaction inhibition. inhibition, % at 10.7 µM. 360,000 compounds, 0.14% hits. S100A4/TAMRA-MyoIIA peptide fluorescence polarization;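 active means mean inhibition of at least 70% across replicates, with every replicate also reaching that level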
# Target sequence (P26447 whole entry, looked up): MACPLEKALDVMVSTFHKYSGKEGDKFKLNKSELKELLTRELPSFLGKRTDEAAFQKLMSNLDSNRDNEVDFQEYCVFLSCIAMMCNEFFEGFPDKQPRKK
#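 Test system: S100A4 monomer protein; Medium: HEPES pH 7.2 with CaCl2, KCl, NaCl, DTT, Triton; Probe or stimulus: TAMRA-labelled myosin IIA heavy-chain peptide probe, 5 nM; Doses: one dose per compound; Times: polarization read 5 min after assay mix addition, stable 5–60 min; Benchmarks: neutral control DMSO, positive control TFP.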
# Xi reactivation – reactivates the inactive X chromosome in mouse fibroblasts; 360,000 compounds, 0.055% hits; activation, % at 7.58 µM; AID 743238; XiGFP mouse fibroblasts, % GFP-positive cells imaging, 3 d; cells co-treated with 5-aza-dC sensitizer; scaled so ellipticine positive control = 100%;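 active means mean normalized replicate activation at least 10% and every replicate at or above 10%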;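 further: 0% = median of on-plate neutral control wells and 100% = ellipticine 6 µM median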
#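 Assay system – SV40-immortalized XiGFP fibroblast cells, line 68-5-11 · Buffer or medium – DMEM supplemented with 5-aza-dC as sensitizing agent · Dosing – one concentration, pinned · Benchmarks – positive control ellipticine, 6 µM final · Times – 3 days compound exposure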
# E-selectin induc – induces E-selectin expression in human endothelial cells | AID 686992 | activation, % at 7.58 µM | 260,000 compounds, 0.37% hits | HUVEC E-selectin immunofluorescence imaging; normalized: neutral wells 0, TNF-alpha wells 100 | P16581;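 active means mean E-selectin-positive cell signal at least 10% of the positive control, reached in at least 60% of replicates, without over 20% cell loss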;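 further: in these data hits start at about 27%; measured in HUVEC primary endothelial cells; signal is the percent of cells scored E-selectin positive by PE staining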
# Target sequence (P16581 whole entry, looked up): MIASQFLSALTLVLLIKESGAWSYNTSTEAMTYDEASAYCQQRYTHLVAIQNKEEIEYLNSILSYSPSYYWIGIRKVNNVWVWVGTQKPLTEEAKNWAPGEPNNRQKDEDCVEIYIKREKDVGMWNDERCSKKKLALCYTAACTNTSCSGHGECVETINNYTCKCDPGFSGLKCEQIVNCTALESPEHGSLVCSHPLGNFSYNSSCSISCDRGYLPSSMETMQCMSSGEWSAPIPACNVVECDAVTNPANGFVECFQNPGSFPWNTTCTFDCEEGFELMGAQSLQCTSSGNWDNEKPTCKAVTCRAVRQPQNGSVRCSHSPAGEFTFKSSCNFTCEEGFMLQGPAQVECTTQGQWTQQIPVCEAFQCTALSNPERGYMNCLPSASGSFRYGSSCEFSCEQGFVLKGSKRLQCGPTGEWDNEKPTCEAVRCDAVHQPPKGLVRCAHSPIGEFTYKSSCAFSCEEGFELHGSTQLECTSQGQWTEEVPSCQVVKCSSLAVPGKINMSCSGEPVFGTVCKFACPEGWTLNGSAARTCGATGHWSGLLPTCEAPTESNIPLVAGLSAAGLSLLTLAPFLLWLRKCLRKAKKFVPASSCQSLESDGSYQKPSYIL
#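 Material: HUVEC primary endothelial cells; Amount: 3,000 cells per well; Dosing: single concentration; Medium: EGM-2 growth medium on 0.1% gelatin-coated wells; Read-out basis: percent E-selectin-positive cells; Signal: immunofluorescence imaging; Control set: TNF-alpha, DMSO.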
# EWS-Fli inh – blocks EWS/Fli oncoprotein-driven transcription; A673 NR0B1-luciferase reporter, viability-normalised; inhibition, % at 12.6 µM; 350,000 compounds, 0.67% hits; AID 651661;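 active means mean inhibition of at least 50% after viability correction, with every replicate also passing that limit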;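 further: firefly luciferase signal divided by Alamar Blue viability fluorescence both relative to DMSO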
# RAD52 anneal inh – inhibitors of human RAD52 DNA annealing | P43351 | recombinant RAD52 DNA annealing, FRET fluorescence | inhibition, % at 18.7 µM | 360,000 compounds, 0.46% hits | AID 651710;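 active means every replicate showing at least 50% inhibition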
# RAD54 inh – blocks human RAD54 Holliday junction branch migration. Q92698. FAM/BHQ fluorescence. inhibition, % at 10.4 µM. 360,000 compounds, 0.14% hits;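 active means mean normalized replicate activity at least 40 and at least half of replicates scoring 40 or more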;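 further: 0% = median of neutral control wells and 100% = median of positive control wells; inhibitors cause a drop in the FAM fluorescence signal; in these data hits start at about 50%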
# FN deposition inh – fibronectin deposition inhibition; inhibition, % at 12.6 µM; AID 743247; AH1F fibroblasts, Alexa488-fibronectin deposition fluorescence, overnight; 350,000 compounds, 0.086% hits;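 active means mean inhibition across replicates of 30% or more, regardless of how many single replicates reach that level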;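 further: positive control wells lacked labelled fibronectin entirely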
#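 Material: AH1F fibroblast monolayer depositing Alexa488-labelled fibronectin into matrix / Amount: 10000 AH1F cells per well / Signal: fluorescence 485/525 nm / Medium: DMEM, 2% serum / Compound: single dose, pinned / Incubation: 1 h cell adhesion before compound, then overnight fibronectin incubation / Reagent: Alexa488-FN, 24 nM final / Read-out: inhibition of fibronectin deposition signal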
# * marks the source's active call; other numbers are inactive results; i = inactive; nt = no result given; & = joins results of further samples.
[1] CC[C@H]1CN2CCC1C[C@H]2[C@H](O)c1ccnc2ccc(OC)cc12 (stereo partly drawn)
[2] Oc1ccc(C2=CCNCC2)cc1O
[3] COC(=O)C1=C(c2ccc(Cl)c(C(F)(F)F)c2)C[C@@H]2CC[C@H]1N2C(=O)NCCNC(C)=O
[4] Cc1[nH]c2ccc(OC(F)(F)F)cc2c1CCNCc1cccc([N+](=O)[O-])c1
[5] COc1ccc(-n2c(O)c(/C(C)=N/N3CCCCCC3)c(=O)[nH]c2=O)cc1
[6] O=c1c2ccccc2nc(C[n+]2ccccc2)n1-c1cccc(C(F)(F)F)c1
[7] Cc1ncc(CNC(=O)N(CCCl)N=O)c(N)n1
[8] O=C1/C(=C\c2ccccc2)C2OCC=C3CN4CCC56c7ccccc7N1C5C2C3CC46 (stereo not drawn)
Assay by compound	1	2	3	4	5	6	7	8
esBAF inh	10	-1	1	-12	nt	-7	-4	6
S100A4 MyoIIA	6	3	-4	0	1	-9	1	-10
Xi reactivation	0.0	-0.1	-0.7	0.0	-0.1	0.2	0.1	0.0
E-selectin induc	-0.4	0.0	0.1	0.4	2.3	nt	0.0	nt
EWS-Fli inh	9	-2	2	13	3	5	4	16
RAD52 anneal inh	-13	39	-9	-7	-9	-11	-1	-2
RAD54 inh	7	4	-5	2	12	-6	4	10
FN deposition inh	-3	-1	nt	2	4	-5	6	-2

# Ordered by SMILES length (falling): part of the list above
[4] Cc1[nH]c2ccc(OC(F)(F)F)cc2c1CCNCc1cccc([N+](=O)[O-])c1
[5] COc1ccc(-n2c(O)c(/C(C)=N/N3CCCCCC3)c(=O)[nH]c2=O)cc1
[6] O=c1c2ccccc2nc(C[n+]2ccccc2)n1-c1cccc(C(F)(F)F)c1
[1] CC[C@H]1CN2CCC1C[C@H]2[C@H](O)c1ccnc2ccc(OC)cc12 (stereo partly drawn)
[2] Oc1ccc(C2=CCNCC2)cc1O
Assay by compound	4	5	6	1	2
esBAF inh	-12	nt	-7	10	-1
S100A4 MyoIIA	0	1	-9	6	3
Xi reactivation	0.0	-0.1	0.2	0.0	-0.1
E-selectin induc	0.4	2.3	nt	-0.4	0.0
EWS-Fli inh	13	3	5	9	-2
RAD52 anneal inh	-7	-9	-11	-13	39
RAD54 inh	2	12	-6	7	4
FN deposition inh	2	4	-5	-3	-1

# (more compounds)
[9] O=[N+]([O-])c1ccc(N2CCCC2)c2ncccc12
[10] COc1c2c(cc3c1OCO3)CC[N+](C)=C2
[11] CC(Cc1ccc(O)cc1)NCC(O)c1cc(O)cc(O)c1 (stereo not drawn)
[12] Cc1c(Oc2cc(NN3CCCCC3)c([N+](=O)[O-])cc2[N+](=O)[O-])cccc1[N+](=O)[O-]
[13] CC(C)(C)NC(=O)C1CC2CCCCC2CN1 (stereo not drawn)
[14] Cc1ccsc1C(=O)C1CCCN(Cc2cnn(C)c2)C1 (stereo not drawn)
[15] COC(=O)C1=C(c2cccc(OC)c2OC)C[C@@H]2CC[C@H]1N2C(=O)N1CCC(O)CC1
[16] CC/C(=N\Nc1ccccc1)c1c(O)n(-c2ccc(OC)cc2)c(=O)[nH]c1=O
Assay by compound	9	10	11	12	13	14	15	16
esBAF inh	nt	-2	2	5	0	nt	-8	nt
S100A4 MyoIIA	-9	9	0	-18	5	-2	3	-7
Xi reactivation	-0.1	nt	0.1	0.2	0.0	0.0	0.1	-0.1
E-selectin induc	5.8	nt	2.6	-0.1	nt	nt	0.0	0.6
EWS-Fli inh	3	2	2	9	3	5	14	8
RAD52 anneal inh	-174	-7	5	-8	-2	-10	7	-10
RAD54 inh	nt	8	6	1	nt	nt	-7	nt
FN deposition inh	-6	nt	11	-2	8	-20	1	-4

[17] CC(C)N1C(=O)NC(=O)C2(Cc3cc([N+](=O)[O-])ccc3N(C)C2c2ccccc2)C1=O (stereo not drawn)
[18] N#C/C(=C\c1ccc(O)cc1)C(=O)O
[19] O=C1NC(=O)C(=Cc2cc3c(cc2[N+](=O)[O-])OCO3)C(=O)N1
[20] CCn1c(C)c(C(=O)Nc2ccc(OC)cc2)c2cc(OC)ccc21
[21] COc1ccc(C(=O)Oc2cccc3cccnc23)cc1S(=O)(=O)N1CCOCC1
[22] N#Cc1cccc(-c2ccc([C@@H]3[C@H](CO)N4CCCCN(C(=O)Cc5ccccc5)C[C@@H]34)cc2)c1
[23] CCOC(=O)c1ccccc1C(=O)OCC
[24] Cc1cc(OCC(=O)N[C@@H](Cc2ccccc2)C(=O)O)c2c3c(c(=O)oc2c1)CCCC3
Assay by compound	17	18	19	20	21	22	23	24
esBAF inh	nt	1&-2	-8	51*	7	nt	5	-1
S100A4 MyoIIA	-4	-6&-2	-3	1	-2	-19	2	48
Xi reactivation	0.0	-0.1&-0.1	0.0	0.0	-0.1	0.2	-0.1	nt
E-selectin induc	nt	0.1&1.7	3.3	0.2	-0.7	0.1	-0.2	nt
EWS-Fli inh	1	-1&-9	-2	-87	10	0	-12	3
RAD52 anneal inh	-12	-12&8	-19	-8	-26	-47	2	-19
RAD54 inh	nt	3&4	-14	6	-1	-6	-15	2
FN deposition inh	0	2&2	-2	4	-9	nt	-4	nt

[25] O=S(=O)(c1cc(Cl)cc(Cl)c1)N1Cc2cc(N3CCOCC3)ccc2-n2nncc2C1
[26] COC(=O)C1=C(c2cc3ccccc3s2)C[C@@H]2CC[C@H]1N2C(=O)NCCCOC(C)C
[27] C[C@H]1CN([C@@H](C)CO)C(=O)CCCn2cc(nn2)CO[C@H]1CN(C)C(=O)Oc1cccc2ccccc12
[28] Cc1nc2ccccc2c(=O)n1-c1ccc(Br)cc1[N+](=O)[O-]
[29] O=C(Nc1ccccc1)c1c(O)[nH]c(=S)[nH]c1=O
[30] CCCN1CCC[C@@H]2Cc3nc(N)ncc3C[C@H]21
[31] CCOC(=O)[C@@H]1[C@H]2COc3ccc(Br)cc3[C@H]2N2C(=O)N(c3cccc(C)c3)C(=O)[C@]12C
[32] O=C(/C=C/c1ccc2c(c1)OCO2)c1c(O)n(CCC2=CCCCC2)c(=O)[nH]c1=O
Assay by compound	25	26	27	28	29	30	31	32
esBAF inh	-4	12	2	nt	2	nt	-7	nt
S100A4 MyoIIA	-3	-1	nt	-3	2	-2	-2	7
Xi reactivation	0.1	-0.1	-0.3	0.1	-0.1	0.2	0.0	0.0
E-selectin induc	0.0	-0.2	-0.2	-0.2	0.2	0.3	-0.2	-0.2
EWS-Fli inh	-8	-2	3	7	-16	-1	-6	-11
RAD52 anneal inh	0	-10	nt	-11	-7	-5	-13	i
RAD54 inh	-6	-15	nt	nt	-46	nt	1	nt
FN deposition inh	1	2	9	2	11	0	-28	-13

[33] CCCC/C(C)=C/[C@@H](NP(=O)(c1ccccc1)c1ccccc1)c1ccccc1
[34] O=C1NC(=O)C(=Cc2ccc(OCC(=O)N3CCOCC3)cc2)C(=O)N1
[35] COc1cc(N2CCOCC2)ccc1/C=C1\C(=O)NC(=O)N(Cc2ccc3c(c2)OCO3)C1=O
[36] C[C@]12CCC3C(CCC4=C/C(=N/OCC(=O)NC(CCC(=O)O)C(=O)O)CC[C@@]43C)C1CCC2O (stereo partly drawn)
[37] O=[N+]([O-])c1ccccc1CNCCc1c[nH]c2ccccc12
[38] O=C(C(=C1N(Cc2ccc(Cl)nc2)CCN1Cc1ccc(Cl)nc1)[N+](=O)[O-])C(Cl)Cl
[39] CCC/C=N/O
[40] O=C(/C=C/c1ccccc1)N1Cc2ccccc2-n2nncc2C1
Assay by compound	33	34	35	36	37	38	39	40
esBAF inh	-84	nt	nt	0	-2	7	1	3
S100A4 MyoIIA	-4	-1	-3	-2	-1	-6	-3	-1
Xi reactivation	0.0	0.0	0.2	0.0	0.0	0.1	nt	0.0
E-selectin induc	-0.2	nt	0.9	-0.1	nt	nt	nt	0.2
EWS-Fli inh	8	3	4	5	-16	5	4	10
RAD52 anneal inh	-6	-3	-76	-2	-1	-8	-6	3
RAD54 inh	-2	nt	nt	0	-4	-2	4	nt
FN deposition inh	-10	10	5	11	2	6	nt	-3

[41] COC(=O)N1C(c2ccccc2)C1c1ccccc1 (stereo not drawn)
[42] COc1ccc(OC)c2c1CCC1NCCOC21 (stereo not drawn)
[43] CCc1nc2ccc(Br)cc2c(=O)n1-c1ccccc1C(F)(F)F
[44] CN1CCCN(C(=O)COc2ccc(F)cc2F)CC1
[45] COC(=O)C1=C(c2cccc(C#N)c2)C[C@@H]2CC[C@H]1N2C(=O)NCCNC(C)=O
[46] NCCc1c(Cc2ccccc2)[nH]c2ccccc12
[47] O=C(Cc1cccnc1)N1CCCCN2[C@H](CO)[C@H](c3ccc(C#CC4(O)CCCC4)cc3)[C@H]2C1
[48] CN(C)C(=O)Oc1ccc(NC(=O)N2CCOCC2)cc1
Assay by compound	41	42	43	44	45	46	47	48
esBAF inh	nt	nt	nt	nt	-9	1	5	0
S100A4 MyoIIA	19	27	2	4	23	1	25	-1
Xi reactivation	0.0	0.0	nt	0.2	0.0	1.6	0.2	0.0
E-selectin induc	0.8	nt	nt	0.5	-0.4	4.4	-0.4	nt
EWS-Fli inh	-2	5	nt	-1	-1	11	-4	7
RAD52 anneal inh	-10	-7	4	-11	-12	-43	-6	-5
RAD54 inh	nt	nt	6	13	5	-9	-1	-2
FN deposition inh	3	-3	7	-1	-3	-16	nt	-12

[49] Cc1nc2ccccc2c(=O)n1-c1ccc(Cl)cc1Cl
[50] Oc1ccc(-[n+]2c(-c3ccccc3)cc(-c3ccccc3)cc2-c2ccccc2)cc1
[51] CNC1(c2ccccc2Cl)CCCCC1=O (stereo not drawn)
[52] COc1cc(C)c(-c2nc(CN3C[C@@H]4C[C@@H](C3)c3cccc(=O)n3C4)c(C)o2)cc1C
[53] COC(=O)C1=C(c2cccc(OCc3ccccc3)c2)C[C@@H]2CC[C@H]1N2C(=O)NCc1cccc(C(F)(F)F)c1
[54] Cc1cc(OCC(=O)N2CCN(CC(=O)N3CCOCC3)CC2)c(C(C)C)cc1Cl
[55] Cc1ccc(-n2c(C)cc(/C=C3/C(=O)NC(=O)N(C)C3=O)c2C)cc1
[56] CC1CN2C(=O)C1(c1ccccc1)C(=O)NC2=S (stereo not drawn)
[57] COC(=O)[C@@H]1[C@@H](CO)[C@@H]2Cn3c(ccc(C4=CCCCC4)c3=O)[C@H]1N2CC1CC1
Assay by compound	49	50	51	52	53	54	55	56	57
esBAF inh	-1	-43	4	0	12	-5	-5	5	-7
S100A4 MyoIIA	4	2	-2	-4	-2	4	-9	-8	13
Xi reactivation	-0.1	0.0	nt	0.0	0.0	0.3	0.1	0.0	0.1
E-selectin induc	nt	-0.3	nt	0.5	-0.3	3.3	0.1	nt	0.2
EWS-Fli inh	3	43	-5	-3	18	3	14	4	-90
RAD52 anneal inh	-14	60*	1	-11	-7	-12	-34	-5	-21
RAD54 inh	-5	12	-10	-1	8	-11	-32	4	-7
FN deposition inh	-7	7	nt	nt	4	7	-2	0	nt

# The list is partial (hit frequency here may not be typical).
